Bioassay records as filed in PubChem BioAssay.
D1 antag = antagonists of human D1 dopamine receptor; P21728; HEK293 TREx D1 cells, calcium flux, dopamine EC80; active compounds read low; activity change, negative = inhibition, % at 10 µM; hit rate 3.2% among 360,000; in the data active = activity change below about -30%; also: % is scaled to controls: 0 for no effect and ±100 for the full control effect
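Calcium flux readout: force-coupled, inducible Hek293 Trex D1 line, cells induced overnight at 30 C with tetracycline, dye-loaded 30–90 min at RT. Antagonism scored against EC80 dopamine challenge given 180 s after compound.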
TRHR PAM = allosteric enhancers of human TRH receptor. enhancement, % at 2 µM. TRHR cells, fluo-8 calcium fluorescence, EC20 TRH enhancement. P34981. hit rate 0.66% among 360,000; in the data active = enhancement above about 30%; also: 0% is about no effect
Target sequence (P34981 whole entry, looked up): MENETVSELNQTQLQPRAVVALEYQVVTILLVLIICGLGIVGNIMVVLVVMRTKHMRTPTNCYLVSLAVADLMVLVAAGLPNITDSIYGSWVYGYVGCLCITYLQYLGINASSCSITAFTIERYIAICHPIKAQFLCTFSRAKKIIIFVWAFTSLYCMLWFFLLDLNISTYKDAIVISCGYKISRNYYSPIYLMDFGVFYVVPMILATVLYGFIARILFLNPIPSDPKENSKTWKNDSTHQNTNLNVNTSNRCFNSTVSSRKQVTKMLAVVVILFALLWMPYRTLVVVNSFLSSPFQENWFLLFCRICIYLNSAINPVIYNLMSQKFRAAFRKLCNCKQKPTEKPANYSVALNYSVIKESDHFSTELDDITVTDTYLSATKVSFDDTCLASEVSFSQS
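TRHR-expressing cells loaded with fluo-8 calcium dye were read kinetically (ex 480/em 530) during compound addition, then stimulated with an EC20 of TRH (10 nM final). Enhancement of the Gq-mediated intracellular calcium response was scored.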
RXFP1 agonist = RXFP1 (human) receptor agonism. Q9HBX9. HEK293T-RXFP1 cAMP TR-FRET, 30 min; response scale: percent of porcine relaxin response, buffer zero. Potency, µM (highest dose often 57.5 µM), inactives show at the highest dose activation, most hits filed as activators. hit rate 0.3% among 370,000; active = well fitted activation curve with a large enough effect; inconclusive = small, poorly fitted or top-dose-only effect; also: potency is read from the fitted curve at half-maximal effect; % is scaled to controls: 0 for no effect and ±100 for the full control effect; nearly all actives have a fitted effect of over 60% in size; many of its hits are not listed in these tables
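HEK293 cells stably expressing RXFP1, treated 30 min at 37C with compounds plus PDE4 inhibitor Ro 20174; cAMP measured by HTRF TR-FRET. Normalized to buffer and 29 nM porcine relaxin; EC50 by Hill fit.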
D1 agonist = agonists of human D1 dopamine receptor; P21728; HEK293 T-REx D1 cells, calcium flux, agonist mode; activation, % at 2 µM; hit rate 1% among 360,000; in the data active = activation above about 30%; also: 0% is about no effect
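Inducible HEK293 T-REx D1 cells, force-coupled to calcium signalling, were plated at 4000 cells/well with tetracycline and held overnight at 30 C. After no-wash calcium dye loading, compound-evoked calcium rise over 180 s flagged agonists.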
D1 potentiator = human D1 dopamine receptor positive modulation; P21728; HEK293 TREx D1 cells, calcium flux, dopamine EC20 potentiation; potentiation, % at 10 µM; hit rate 0.036% among 360,000; AID 504651; in the data active = potentiation above about 30%; also: 0% is about no effect
D2 antagonist = antagonizes the human D2 dopamine receptor; P14416; HEK293 TREx D2 cells, calcium flux, dopamine EC80; inhibition, % at 10 µM; hit rate 2% among 340,000; AID 485344; in the data active = inhibition above about 30%; also: 0% is about no effect
Target sequence (P14416 whole entry, looked up): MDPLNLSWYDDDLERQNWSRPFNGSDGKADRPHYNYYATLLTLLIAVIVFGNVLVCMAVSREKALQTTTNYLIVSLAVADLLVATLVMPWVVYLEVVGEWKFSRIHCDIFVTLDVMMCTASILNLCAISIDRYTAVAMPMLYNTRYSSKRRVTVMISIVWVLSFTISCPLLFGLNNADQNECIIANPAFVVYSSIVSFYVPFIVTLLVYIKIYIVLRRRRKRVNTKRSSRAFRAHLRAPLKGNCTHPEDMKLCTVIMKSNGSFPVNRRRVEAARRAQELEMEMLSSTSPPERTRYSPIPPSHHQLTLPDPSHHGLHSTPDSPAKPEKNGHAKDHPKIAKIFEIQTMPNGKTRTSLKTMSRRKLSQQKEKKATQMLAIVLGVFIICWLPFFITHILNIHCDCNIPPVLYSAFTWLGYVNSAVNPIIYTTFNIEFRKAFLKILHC
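Tetracycline-induced HEK293 TREx cells expressing D2 receptor forced-coupled to calcium signalling, loaded with no-wash calcium dye. Compounds added and calcium flux read 180 s, then dopamine added at EC80 and read a further 180 s.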
D2 agonist = activates the human D2 dopamine receptor; activation, % at 2 µM; AID 485358; hit rate 0.53% among 340,000; HEK293 T-REx D2 cells, calcium flux agonist mode;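 active = activation over 3 SD above normal in the single-dose calcium agonist read, cut at about 30% in these data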; also: 0% is about no effect
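Calcium-flux readout, 1 cycle/sec over 180 s following compound pin transfer, in inducible HEK293 Trex D2 cells (force-coupled); dopamine controls included. Positive calcium responses during this window marked compounds as potential agonists.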
RXFP1 antag = blocks the human relaxin receptor RXFP1; activity change, negative = inhibition, % at 57.5 µM; HEK293-RXFP1, relaxin-stimulated cAMP HTRF, 30 min; active compounds read low; hit rate 0.59% among 350,000;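 active = activity change of -60% or lower, but not beyond a set lower limit; inconclusive = change between -60% and -40%, or beyond the set limit; inactive = change above -40%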; also: % is scaled to controls: 0 for no effect and ±100 for the full control effect
D2 PAM = positively modulates the human D2 dopamine receptor allosterically. potentiation, % at 10 µM. AID 485347. P14416. HEK293 T-REx D2, calcium flux, EC20 dopamine potentiation. hit rate 0.34% among 340,000;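 active = potentiation over 3 SD above the plate norm, cut at about 30% in these data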; also: 0% is about no effect
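Tetracycline-induced HEK293 T-REx cells force-coupled to calcium signalling expressed D2; compounds were pin-added after a 10 s baseline, read kinetically 180 s, then an EC20 dopamine challenge followed with a further 180 s calcium read.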
Starred values were filed as active, the others as inactive; ? = inconclusive; . = no result given. A portion of the library; the hit share may differ from the screen's.

Molecule,D1 antag,TRHR PAM,RXFP1 agonist,D1 agonist,D1 potentiator,D2 antagonist,D2 agonist,RXFP1 antag,D2 PAM
Cc1ccc(S(=O)(=O)c2c[nH]c3cc4c(cc3c2=O)OCO4)cc1,-13,4,0.3%,0,-2,0,0.0,.,5
CC(C)c1ccc(NC(=S)NCc2ccc3c(c2)OCO3)cc1,-16,4,-2.6%,18,-7,-9,-0.2,-2,3
CCCc1nnc(NC(=O)Nc2ccc(OC)cc2)s1,-12,0,2.8%,0,-2,21,-0.9,-8,6
Cc1nc2oc3c(NCc4ccccc4)ncnc3c2c2c1COC(C)(C)C2,5,5,-1.2%,0,-1,-10,0.1,-6,14
CCOc1ccccc1NC(=O)NCCC1=CCCCC1,1,2,2.9%,1,4,-3,-1.7,-4,-25
Cc1c(Cl)cccc1Nc1nc(N)nc(CSCCO)n1,-11,8,0.0%,0,-5,-8,-0.5,4,-2
COCc1cc(=O)[nH]c(/N=C(\N)Nc2ccccc2C)n1,11,11,-1.1%,1,-2,-7,-0.1,6,-2
CCN1C(=O)[C@H]2[C@@H](c3ccc(C)cc3)N3C(=O)N(c4ccc(C(F)(F)F)cc4)C(=O)[C@@]3(Cc3ccccc3)[C@H]2C1=O,-5,2,-1.0%,6,-2,11,-0.3,.,-7
CCOC(=O)Nc1nnc(-c2ccc(OC)c(OC)c2)s1,-17,-2,24%,1,-2,14,0.9,-12,12
CCOC(=O)N1CCN(S(=O)(=O)c2ccc(C(=O)N(CCCN(C)C)c3nc4c(C)c(C)ccc4s3)cc2)CC1,28,3,-0.1%,13,-3,7,1.0,?,-1
CCc1ccc(-c2cc(C)no2)cc1S(=O)(=O)N1CCN(c2cccc(C)c2C)CC1,4,4,0.4%,6,7,-19,1.1,-15,15
Cc1ccc(NC(=O)CSC(N)=O)cc1Cl,-4,4,0.9%,4,0,-2,0.9,-9,-5
O=C(O)c1cccc(N=C2NC(=O)C(CO)(CO)S2)c1,-12,27,1.4%,0,-6,-2,0.3,5,-3
Cc1cc(NC(=O)CN2CCc3ccccc3C2)nc2c1c(=O)oc1ccccc12,-10,5,7.3%,2,2,0,0.1,.,8
CCOc1ccc(/C=N/NC(=O)C(=O)NCc2ccco2)cc1,0,2,1.2%,9,-4,.,.,-7,4
COc1cc(C(=O)NNC(=S)NC(=O)/C=C/c2ccccc2)cc(OC)c1OC,-22,-4,-0.4%,4,-9,-11,0.7,-10,1
COC(=O)c1ccccc1NC(=S)NC(=O)c1ccc(C)cc1,9,0,1.9%,1,-9,9,0.2,6,15
Cc1csc2ncc(C(=O)NCc3ccccc3Cl)c(=O)n12,-34*,-4,6.3%,1,-4,9,-1.7,.,-3
COc1ccc(Cc2nnc(SCC(=O)NC(C)c3ccccc3)o2)cc1 (stereo not drawn),7,-6,0.5%,3,-1,.,.,2,.
CCCCn1c(/N=C/c2ccccc2NS(=O)(=O)c2ccc(C)cc2)nc2ccccc21,-10,-2,-1.3%,8,-4,-3,1.5,.,-17
Cc1cc(OC(C)C(=O)NCc2cccnc2)c2c(C)c(Cc3ccccc3)c(=O)oc2c1 (stereo not drawn),7,-2,5.2%,5,-8,2,-0.1,-10,21
N#C/C(=C(/O)CN1CCOCC1)c1nc2ccccc2s1,-1,0,0.5%,3,-4,-20,-0.2,1,4
COC(=O)Nc1ccc(S(=O)(=O)N2CCC(C(=O)N3CCCC(C)C3)CC2)cc1 (stereo not drawn),-10,-3,0.7%,9,-3,-10,-0.1,-16,0
COc1ccc(-c2cc(C(=O)N3CCN(C(=O)c4ccco4)CC3)[nH]n2)cc1,17,0,-1.2%,-1,8,13,-1.0,10,-7
CCCc1nnc(SCC(=O)Nc2ccc(C(=O)OCC)cc2)o1,0,-3,2.9%,8,-8,5,-0.5,5,-4
COP(=O)(CC(=O)c1ccccc1)CC(=O)c1ccccc1,3,-3,1.4%,2,-1,-4,3.1,-1,-1
CCCCC(c1nnnn1CC1CCCO1)N1CCN(c2cc(Cl)ccc2C)CC1 (stereo not drawn),27,3,-0.2%,2,-3,-7,0.1,-10,-1
COC(=O)c1cccc([N+](=O)[O-])c1CN1CCCC(C(N)=O)C1 (stereo not drawn),0,-2,2.6%,1,-5,-4,2.2,17,6
Cc1ccc(SCC(=O)NCCN2C(=O)CSC2=O)c(C)c1,5,-3,0.5%,0,-2,.,.,-13,.
CCOc1ccccc1NC(=O)CN1C(=O)C(C)SC(C)C1=O (stereo not drawn),2,3,1.0%,1,-4,-7,0.7,-4,1
NC(=O)c1cc(N2C(=O)C=CC2=O)ccc1Cl,-28,-4,2.4%,2,-6,-8,0.8,-6,-5
COc1ccc([C@H]2CC(=O)C=C(c3ccc4c5c(cccc35)CC4)C2)cc1,-2,-4,-0.8%,0,-1,-8,0.3,.,0
O=C(Cn1nc(Cc2cccnc2)c2ccccc2c1=O)N1CCN(C(=O)c2ccco2)CC1,-15,-8,0.9%,1,3,9,-0.5,-13,-6
CSC(=CC(=O)c1ccc(F)cc1)SC,-7,-1,-0.7%,1,-6,.,.,-11,.
COc1ccc(CC(=O)OCC(=O)NC(=O)NC2CCCC2)cc1,3,-1,1.3%,2,-2,-7,-1.5,0,4
OC(C#CCN1CCCCC1)c1ccccc1 (stereo not drawn),1,9,1.1%,2,-3,0,1.3,-12,-10
Fc1ccccc1N1CCN(Cc2cccnc2)CC1,-11,1,1.7%,-1,-3,68*,73*,-1,-21
O=C(NCc1cccs1)C1CCCN(S(=O)(=O)c2cccc3cccnc23)C1 (stereo not drawn),5,0,-0.9%,1,-3,-31,-0.5,-6,-11
Cc1cc(NCc2cccnc2)nc(N)n1,16,8,0.5%,2,3,-7,0.4,5,5
Cc1cc(OCCCCn2ccnc2)cc(C)c1Cl,5,6,0.1%,6,-1,-2,0.5,-1,.
COc1ccc(CNC(=O)c2c(O)c3cccc4c3n(c2=O)CCC4)cc1OC,5,2,6.8%,-1,-4,10,-0.7,-11,9
Cc1nnc(NC(=O)c2ccc3c(c2)OCO3)s1,-20,-3,-1.7%,4,-1,-12,-0.2,1,-3
O=[N+]([O-])c1ccc(Cl)cc1Sc1nc2ccccc2o1,1,-1,-3.0%,4,-2,.,.,-13,-6
CCOC(=O)c1sc(NS(=O)(=O)c2ccccc2)nc1C,-21,-3,0.1%,4,-4,.,.,-3,.
COc1ccc(OC)c(CNC(=O)CSc2c3c(nc4cc(Cl)ccc24)CCCC3)c1,-23,-17,12%,4,-2,.,-1.0,-21,0

Compound profiles, from the list above. Screens in order: D1 antag	TRHR PAM	RXFP1 agonist	D1 agonist	D1 potentiator	D2 antagonist	D2 agonist	RXFP1 antag	D2 PAM
Results for COc1ccc([C@H]2CC(=O)C=C(c3ccc4c5c(cccc35)CC4)C2)cc1 : -2	-4	-0.8%	0	-1	-8	0.3	.	0
Results for Fc1ccccc1N1CCN(Cc2cccnc2)CC1 : -11	1	1.7%	-1	-3	68*	73*	-1	-21

The results go on.
Molecule,D1 antag,TRHR PAM,RXFP1 agonist,D1 agonist,D1 potentiator,D2 antagonist,D2 agonist,RXFP1 antag,D2 PAM
CC(C)(C)C(=O)COc1ccccc1[N+](=O)[O-],-11,2,0.4%,-1,-2,5,-0.3,3,1
CCN1C(=O)C2(C(C(=O)c3ccc(C)o3)=C(O)C(=O)N2CCCN2CCOCC2)c2ccccc21 (stereo not drawn),15,25,15%,2,-4,.,.,8,.
Cc1nc2sccn2c(=O)c1CCN1CCC(=C(c2ccccc2)c2ccc(F)cc2)CC1,-15,0,1.0%,-1,-5,73*,2.0,.,-25
Cc1ccc(C)c(N2CCN(C(=O)Cc3ccc(NC4=NC5CS(=O)(=O)CC5S4)cc3)CC2)c1 (stereo not drawn),0,4,-0.1%,4,-3,20,-0.4,10,9
CCCN1CNC(=S)N(c2ccc(C(=O)OCC)cc2)C1,-5,-6,2.4%,1,8,-1,-0.3,.,-4
Cc1cc(C)c(S(=O)(=O)N2CCOC2CNC(=O)C(=O)NCCN2CCOCC2)c(C)c1 (stereo not drawn),3,1,0.6%,5,-3,.,.,-5,9
Cc1oc2cc3oc(=O)c(CC(=O)O)c(C)c3cc2c1-c1ccccc1,-7,4,0.7%,1,0,11,-1.7,4,13
Cc1ccc(NC(=O)NC2CC(=O)N(c3ccc4c(c3)OCCO4)C2)cc1C (stereo not drawn),-12,-1,-0.9%,3,3,7,0.2,2,4
CCOc1cc(N2CCOCC2)c(OCC)cc1NC(=O)CSc1nccc(C)n1,-7,8,-0.2%,1,-6,-10,4.0,-3,9
CC(C)(C)N1CC(OC(N)=O)C1,-16,-2,1.4%,3,-1,26,-0.3,6,-5
COc1ccc(C2(C)NC(=O)N(CC(=O)Nc3ccc4c(c3)CCC4)C2=O)cc1OC (stereo not drawn),-13,-1,-2.8%,0,-9,-12,0.6,-1,6
C/C(N)=C(/C#N)C(=O)CSc1nc2ccccc2c(=O)n1-c1ccccc1C,-12,5,-4.5%,3,1,7,1.7,22,7
O=[N+]([O-])c1ccc(Sc2nc3ccccc3o2)c([N+](=O)[O-])c1,-23,30*,-0.7%,4,-2,-4,-0.1,11,-6
CC(C)(C)CC(=O)NC(=S)Nc1ccccc1[N+](=O)[O-],-9,-3,1.2%,2,-1,-6,0.8,-3,-3
